Source: PubChem BioAssay (Broad Institute)
Cneo AK release: Cryptococcus neoformans lysis via adenylate kinase release. hit rate 0.2% among 360,000. C. neoformans lysis, adenylate kinase release luminescence, 4 h; normalised: neutral wells 0, clomiphene wells 100. lysis activity, % at 15 µM;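 active means mean lysis activity across replicates of at least 80%, whatever share of replicates individually reach that level; inactive means mean lysis activity below 80%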
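Test system: log-phase Cryptococcus neoformans yeast cells; Quantity: yeast cell density of 5 × 10^6 cells/mL; Buffer or medium: YPD; Doses: single compound concentration per well; Timing: 4 h at 37 °C static, read 1 h later; Measured by: AK luminescence; Read-out basis: lysis from increased AK signal; Control set: Clomiphene as positive control.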
PAX8 inh HTS: inhibitors of PAX8 transcriptional activity in RMG-I cells; hit rate 1.2% among 360,000; inhibition, % at 12.6 µM; RMG-I TPO-luciferase reporter, SteadyGlo, 24 h;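 active means mean replicate inhibition at least 60% with every replicate also reaching 60%; inconclusive means only one of the two criteria is met; inactive means mean below 60% and not all replicates reaching 60%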;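 further: luciferase light reporting Pax8 driven TPO promoter activity; plate controls were median of neutral control wells for no effect and mitoxantrone controls for full effect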
miR-122 sensor: inhibitors of miR-122 in Huh7 cells | Huh7 miR-122 Renilla luciferase sensor, 48 h; neutral wells = 0, positive control = 100 | activation (reporter increase), % at 12.5 µM | hit rate 0.3% among 340,000 | AID 602342;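 active means mean replicate activation score at least 90 and every replicate individually at or above 90; inconclusive means only one of the two criteria met; inactive means neither criterion met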;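 further: higher luciferase means less miR-122 activity so hits act as miR-122 inhibitors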
PGC1a acetyl inh: lowers PGC1a acetylation signal in U2OS cells. AlphaScreen anti-acetyl-lysine; with virally co-expressed GCN5 acetyltransferase. inhibition, % at 15.6 µM. hit rate 0.17% among 350,000. AID 651687;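 active means every replicate shows inhibition of at least 40%; inconclusive means mean inhibition at least 40% but some replicate below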;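 further: 0% = neutral control wells and 100% = positive control wells; some results beyond the cut were filed as inactive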
Casp6 inh: inhibitors of human caspase-6; inhibition, % at 12.5 µM; AID 686996; hit rate 0.53% among 350,000; purified caspase-6, Z-VEID-R110 cleavage fluorescence; P55212;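 active means mean inhibition across replicates at least about 35%, with every replicate also reaching that limit, limit read from the data; inconclusive means only one of the two criteria met; inactive means neither criterion met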;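 further: 0% = median of neutral control wells and 100% = no fluorescence left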
Target sequence (P55212 24-179 limits assumed): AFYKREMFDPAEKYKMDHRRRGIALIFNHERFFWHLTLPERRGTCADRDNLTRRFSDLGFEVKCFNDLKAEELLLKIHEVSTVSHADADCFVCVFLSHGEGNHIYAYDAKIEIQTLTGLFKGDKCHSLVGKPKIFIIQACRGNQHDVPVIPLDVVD
Target sequence (P55212 194-293 limits assumed): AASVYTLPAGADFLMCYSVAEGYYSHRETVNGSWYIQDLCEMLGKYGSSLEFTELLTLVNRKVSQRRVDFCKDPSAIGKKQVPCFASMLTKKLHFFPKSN
FN deposit inh: fibronectin deposition inhibition. AH1F fibroblasts, Alexa488-fibronectin deposition fluorescence, overnight. inhibition, % at 12.6 µM. hit rate 0.086% among 350,000. AID 743247;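 active means mean inhibition across replicates of 30% or more, regardless of how many single replicates reach that level; inconclusive means mean under 30% yet at least half of replicates reach 30%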;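 further: positive control wells lacked labelled fibronectin entirely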
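Assay system: AH1F fibroblasts / Quantity: 10000 cells per well / Medium: DMEM plus 2% serum, read in PBS / Reagent: labelled fibronectin 24 nM / Dosing: single dose, pinned / Times: 1 h cell attachment, overnight exposure to compound and label / Signal: fluorescence, ex 485 nm, em 525 nm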
EWS-Fli inh: EWS/Fli transcriptional activity inhibition | A673 NR0B1-luciferase reporter, viability-normalised | inhibition, % at 12.6 µM | hit rate 0.67% among 350,000;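 active means mean inhibition of at least 50% after viability correction, with every replicate also passing that limit; inconclusive means mean reaches 50% but only one of two replicates passes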;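 further: firefly luciferase signal divided by Alamar Blue viability fluorescence both relative to DMSO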
LGR2 antag: blocks bursicon-induced cAMP signaling via Drosophila LGR2; HEK293 LGR2, CRE-luciferase, bursicon-stimulated, 4 h; inhibition, % at 9.99 µM; hit rate 0.35% among 380,000; AID 720647;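 active means drop in luminescence signal, shown as inhibition above about 50% in the replicate tests, limit read from the data, passing the limit was not always enough; inconclusive means probably only some replicates passing the limit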;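 further: agonist challenge used bursicon conditioned medium at about half maximal strength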
* hit, by the source's call; ? = inconclusive; . = not tested or not shown; [ ] = another dose, or the depositor's remark. Random draw from the library; about 2.5% have a hit in one of these screens.

Value order – Cneo AK release	PAX8 inh HTS	miR-122 sensor	PGC1a acetyl inh	Casp6 inh	FN deposit inh	EWS-Fli inh	LGR2 antag
CC(C)(C)c1ccc(C(=O)NC(Cc2ccccc2)C(=O)O)cc1 (centres undefined)
    -4	-10	0	-6	.	-2	.	.
Cc1ccc(S(=O)(=O)NCC(=O)OCCOc2ccccc2F)cc1
    -1	0	-6	5	1	7	2	-4
NNC(=O)CN1C(=O)Nc2ccc(Cl)cc2C1c1ccccc1 (centres undefined)
    -1	-14	-5	3	-3	0	8	10
Cc1ccc(SC[C@H](Cc2ccccc2)N2CCN(CCc3ccccc3)CCC2=O)cc1
    -1	20	5	.	-4	-3	7	12
Cc1ccc(OCCn2nnc3ccccc32)cc1C
    -1	-40	.	.	-1	-7	-84	-49
C=CCN(CC=C)C(=O)CN1C(=O)NC(C)(c2ccc3cc(OC)ccc3c2)C1=O (centres undefined)
    -6	28	-5	-3	8	-6	11	-3
O=C(N[C@@H]1C=C[C@H](CC(=O)N2CCOCC2)O[C@@H]1CO)c1cccc(F)c1
    52	8	1[16.7 µM]	-2	1	-11	4	-2
O=C(O)Cc1cccc2c(=O)cc(-c3ccccc3)oc12
    .	-3	.	.	0	8	-1	13
Cc1ccc(N/N=C/c2c(C)c(C#N)c(=O)n(C)c2O)cc1C
    1	17	-10	-11	.	-6	.	-19
O=C(Nc1cccc(F)c1)Nc1ccnn1C1CCN(C(=O)c2cscn2)CC1
    1	-32	.	.	-3	3	-19	-4
Cc1ccc(SCc2ccc(C(=O)N3CCCC3)cc2)cc1
    .	-58	.	.	-2	-7	-47	-50
O=C(CCCN1CCC(NC(=O)c2ccccc2)CC1)c1ccc(Cl)cc1
    1	12	1	-14	-3	7	8	11
Cc1ccc2nc(Cl)c(/C=N/NC(=O)CN3CCOCC3)cc2c1
    -3	-25	-9	-8	0	-3	-16	15
CO[C@H]1CN(C)C(=O)c2cc(NS(C)(=O)=O)ccc2OC[C@H](C)N(CCC(F)(F)F)C[C@@H]1C
    2	.	2[16.7 µM]	-4	.	1	-2	6
CN(C)C(/C=C/Nc1cccc([N+](=O)[O-])c1)=C(C#N)C#N
    .	-3	.	5	-3	7	-26	-19
CCS(=O)(=O)c1ncc(Cl)c(C(=O)Nc2ccccc2OC)n1
    7	5	.	.	-1	7	?	12
Cc1nc(NC(=O)C2CC3CCCC(C2)C3=O)sc1C (centres undefined)
    7	.	-2	-5	.	.	.	-56
CC(C)NC(=O)Nc1ccc2c(c1)C(=O)N([C@@H](C)CO)C[C@@H](C)[C@@H](CN(C)CC1CCCCC1)O2
    -4	-5	-3[16.7 µM]	.	-3	.	0	17
C[C@@H]1CCCCO[C@@H](CN(C)Cc2ccncc2)[C@@H](C)CN([C@H](C)CO)C(=O)c2cc(NC(=O)CCC(F)(F)F)ccc2O1
    .	-15	38[16.7 µM]	.	.	.	-5	-11
CC(C)(O)C#Cc1ccc([C@H]2[C@H](CO)N3CCCCN(C(=O)c4cccc(F)c4)C[C@@H]23)cc1
    1	-10	-1[16.7 µM]	5	-1	.	.	12
O=C(C[C@H]1C=C[C@@H](NC(=O)c2ccncc2)[C@@H](CO)O1)NCC1CCCCC1
    14	.	.	7	-2	-1	3	19
CCCCn1nnnc1C(c1ccccc1)N1CCN(c2cccc(C(F)(F)F)n2)CC1 (centres undefined)
    .	2	.	.	-6	3	4	33
COc1ccc(NC(=O)Nc2ccc3c(c2)CC(=O)N([C@H](C)CO)C[C@H](C)[C@@H](CN(C)CC2CC2)O3)cc1
    3	.	-6[16.7 µM]	-2	1	.	-7	-4
CN(C)S(=O)(=O)N1CCN(c2ccc(Cl)cc2)CC1
    14	.	-2	-5	.	0	.	.
COc1cccc(CN(C)C(=O)C2CSC3(C)CCC(=O)N23)c1OC (centres undefined)
    1	4	-6	-3	0	-7	-1	1
Cc1ccc(NC(=O)C2Cc3ccccc3CN2C(=O)c2ccccc2)cc1Cl (centres undefined)
    3	0	-3	.	.	2	.	-14
COc1ccc(S(=O)(=O)Nc2cccc3c2O[C@H](CN(C)C(=O)Nc2c(C)noc2C)[C@H](C)CN([C@H](C)CO)C3=O)cc1
    -1	.	1[16.7 µM]	5	-1	.	-2	4
CC(C)(C)CC(=O)Nc1cccc(-c2cn3cccnc3n2)c1
    .	-120	.	.	1	.	-74	-59
CN(C)c1cccc(C(=O)Nc2ccc(N3CCOCC3)cc2)c1
    1	.	10	.	-1	.	.	-15
Cc1ccc(S(=O)(=O)N(C)C[C@@H]2OCCCC[C@H](C)Oc3ccc(NC(=O)C4CCCCC4)cc3C(=O)N([C@H](C)CO)C[C@@H]2C)cc1
    4	48	-3[16.7 µM]	-6	.	.	9	19
CN1C(=O)c2cc(NC(=O)c3ccc(C(F)(F)F)cc3)ccc2OC[C@H]2O[C@H](CC(=O)O)CC[C@@H]21
    -13	-9	7[16.7 µM]	-3	0	-4	-19	5
CCOc1ccc(C(=O)NC2CC(=O)N(c3ccc4c(c3)OCCO4)C2)cc1 (centres undefined)
    6	-1	-7	4	-3	6	-5	3
CC(CCc1ccccc1)NC(=O)Cc1ccccc1 (centres undefined)
    .	1	.	.	3	-6	0	-10
CC(=O)c1ccc(OC(=O)CCc2ccccc2)cc1
    -1	8	2	-12	1	-4	9	4
COc1ccc(CS(=O)(=O)c2nc(C)cc(C)c2S(C)(=O)=O)cc1
    .	13	.	0	2	-5	-5	18
O=C(NCC1CCCN(Cc2ccccc2F)C1)c1cccc(C(F)(F)F)c1 (centres undefined)
    .	6	.	.	-3	-2	10	.
COc1ccccc1-c1cc(C(=O)N/N=C/c2ccc(C)o2)c2ccccc2n1
    5	-3	.	.	0	4	.	7
Cc1cccc(C)c1N1CCN(C(=O)N2CCCCC2)CC1
    .	-2	.	12	-3	.	2	-2
C[C@@H]1CN([C@@H](C)CO)C(=O)Cc2cc(NC(=O)CCCCCC(=O)Nc3ccccc3N)ccc2O[C@@H]1CN(C)C(=O)Nc1ccc(F)cc1
    .	.	-7[16.7 µM]	-6	1	-18	15	-1
CC(=O)Cc1nsc(NC(=O)c2ccc(COc3ccccc3)o2)n1
    -1	.	-19	1	.	-7	.	.
O=C(CCN1CCCCC1)N[C@@H]1CC[C@H](CCNS(=O)(=O)c2ccc(Cl)cc2)O[C@H]1CO
    50	-1	.	2	1	.	4	6
COc1cc(OC)c(NS(=O)(=O)c2cc(C(=O)NCCCN3CCOCC3)ccc2C)cc1Cl
    7	3	27	-8	-5	2	2	-1
C#CC(c1ccccc1)(c1ccccc1)n1ccnc1
    .	17	.	.	-3	14	3	20
Cc1noc(C)c1NC(=O)N(C)C[C@@H]1Oc2ccc(NS(=O)(=O)c3ccc(Cl)cc3)cc2CC(=O)N([C@H](C)CO)C[C@@H]1C
    32	2	6[16.7 µM]	8	0	.	-5	10
CC(=O)NC(Cc1c[nH]c2ccccc12)C(=O)OCC(=O)N1CCN(S(=O)(=O)c2ccc(Cl)cc2)CC1 (centres undefined)
    -1	8	-6	-1	3	-3	-1	-3
CC(C)=CC(=O)O[C@@H]1Cc2c(ccc3ccc(=O)oc23)OC1(C)C
    3	-14	6	-19	-3	-7	4	6
CC(NC(=O)CSc1n[nH]c(=O)n1C1CC1)C12CC3CC(CC(C3)C1)C2 (centres undefined)
    -1	15	0	-15	.	-3	.	.
CC1=C(C(=O)OC(C)C)C(c2ccccc2)NC(=O)N1C (centres undefined)
    3	17	5	2	3	-8	4	-2
CCCCN1C(=O)C(CC(=O)NC2CC2)CC(C(=O)N2CCOCC2)=C1C (centres undefined)
    .	-12	-3	-3	-1	-8	2	-8
CCOc1ccc2[nH]c(=O)c(CN(CCO)Cc3nnnn3CCc3ccccc3)cc2c1
    5	2	14	-3	.	5	.	.
Cc1ccccc1NC(=O)CCN1CCN(CCO)CC1
    -1	5	2	.	-9	3	-11	11
COCC(=O)N1C[C@H](C)[C@@H](OC)CN(C)C(=O)c2ccc(NC(=O)c3cnccn3)cc2OC[C@@H]1C
    .	-7	.	5	-1	22	.	3
S=C1NCCOCCNC(=S)NCCOCCOCCOCCN1
    -7	19	-3	12	.	-2	.	6
O=C(C[C@H]1C=C[C@@H](NS(=O)(=O)c2ccc(F)cc2)[C@@H](CO)O1)NCc1ccccc1F
    .	.	.	6	2	.	-6	3
CCOc1ccc(-n2c(-c3ccccc3)nnc2-c2ccccc2)cc1
    2	.	-1	-16	1	.	.	27
CCC(CC)C(C(=O)NCc1ccccc1)N1CCN(C(=O)C2CCCO2)CC1 (centres undefined)
    .	-7	.	.	-1	4	-16	1
CC(C)c1[nH]nc2c1C(C1C=CCCC1)C(C#N)=C(N)O2 (centres undefined)
    .	-4	.	.	3	-5	11	29
N/C(=N\c1nc2ccccc2o1)NC(=O)c1ccc(Cl)cc1
    .	-14	0	-2	-1	-20	-21	-9
Cc1onc(-c2ccccc2Cl)c1C(=O)N1CCCCC1C (centres undefined)
    6	-7	-2	-16	0	-3	-12	-6
CCOC(=O)CN(C(=O)CSc1nnc(CNc2ccc(F)cc2)n1CC)c1ccc(F)cc1
    0	-13	3	7	.	-17	.	.

Remaining list, next part:
Value order – Cneo AK release	PAX8 inh HTS	miR-122 sensor	PGC1a acetyl inh	Casp6 inh	FN deposit inh	EWS-Fli inh	LGR2 antag
CCN(CC)S(=O)(=O)c1cccc(C(=O)N/N=C/c2ccc(OC)c(O)c2)c1
    5	2	-1	2	-1	-3	-3	2
O=c1[nH][nH]c2c1[C@H](c1ccccc1)O[C@H](C1CCCCC1)C2
    .	1	.	.	0	9	-5	-9
COc1ccc(CCNC(=O)Nc2nnc([C@@H]3C[C@H](O)[C@@H](CO)O3)s2)cc1OC
    2	-9	-19	.	2	-3	1	-12
CCOC(=O)c1cc(CC)sc1NC(=O)c1cc(OCC)c(OCC)c(OCC)c1
    -1	.	-5	4	2	.	-11	7
Cc1ccc2c(NC(=O)C3CC3)cccc2n1
    -3	.	1	-1	.	.	.	12
Cc1oc(-c2ccc3ccccc3c2)nc1CN(C)C(C)c1ccncn1 (centres undefined)
    .	-126	.	.	-2	-2	-29	.
COc1ccc(S(=O)(=O)Nc2cccc3c2O[C@H](CN(C)CC2CC2)[C@H](C)CN([C@H](C)CO)C3=O)cc1
    3	.	-1[16.7 µM]	7	0	.	-4	10
COc1ccc(C(=O)NNC2CC(=O)N(Cc3ccccc3)C2=O)cc1OC (centres undefined)
    .	13	-5	.	.	-2	.	-1
C[C@H]1CN([C@@H](C)CO)C(=O)c2cc(NS(=O)(=O)c3cccs3)ccc2O[C@H]1CN(C)C(=O)Nc1ccc2c(c1)OCO2
    -1	.	2[16.7 µM]	10	0	-6	-3	5
CCOc1ccc(-n2cc(C(=O)Nc3ccc(Cl)cn3)c3cc(OC)c(OC)cc3c2=O)cc1
    2	-1	-4	-6	.	.	.	.
